Mito fusion act – qHTS Assay for Small Molecule Inhibitors of Mitochondrial Division or Activators of Mitochondrial Fusion; S. cerevisiae fusion-defective mutant growth rescue, CellTiterGlo 48 h; Potency, µM (titrated, usually from 46.1 µM), for inactives: at the highest dose growth rescue (activation), most hits filed as activators; 0.23% of 320,000 active; AID 485298, 2010;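 also: potency is read from the fitted curve at half-maximal effect; % of control where 0% means no effect; nearly all actives have a fitted effect of over 45% in size; temperature-sensitive fusion mutants such as fzo1-1 at 37 °C on non-fermentable ethanol glycerol medium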
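Temperature-sensitive fusion-defective S. cerevisiae (e.g. fzo1-1, mgm1-5) were grown with compound in YPEG medium (3% ethanol, 3% glycerol) for 48 hours at 37C. Growth rescue was measured as viability by CellTiterGlo luminescence after 10 minutes at ambient.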
TSHR antagonist – Antagonists of the Thyroid Stimulating Hormone Receptor: HTS campaign; 0.2% of 330,000 active; activity change, negative = inhibition, % at 11.5 µM; TSHR-expressing cells, TSH-stimulated cAMP HTRF, 2 h; stronger effect = lower value; Thyrotropin receptor (Homo sapiens), P16473;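 active = activity change below a set negative limit, meaning inhibition stronger than a set level, cut at about -70% in these data; inconclusive = activity change between two set negative limits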; also: % is scaled to controls: 0 for no effect and ±100 for the full control effect
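Freshly harvested TSHR cells receive pin-tooled compound, then EC80 TSH at 4nM final. After 2 hours at 37 deg C, antibody in lysis buffer and cAMP-d2 are added; 30 minutes at ambient temperature precede the HTRF read.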
BCR signal inh – qHTS Assay to Find Inhibitors of Chronic Active B-Cell Receptor Signaling. Potency, µM (top dose mostly 46.1 µM), for the others: top-dose ratio change, negative = lower green/red ratio, usual class: inhibitors. 0.05% of 340,000 active. ABC-DLBCL IkBa-CBG/CBR reporter, luminescence ratio, 4 h; active = well fitted inhibition curve with a large enough effect in the signal ratio, with a control signal flat, not every such curve was filed as active; inconclusive = small, poorly fitted or top-dose-only effect, or effect the other way, or a change in a side signal; the % refers to the signal ratio;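 also: potency is read from the fitted curve at half-maximal effect; plate controls were basal doxycycline-induced cells for no effect and cells given 10 µM MG132 for full effect; MG132 reads +100%, hits lower the ratio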
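Concentration-response series (up to 46 uM) were applied to TMD8 dual-reporter cells for 4 h at 37C with doxycycline. Green/red ratio, after filter-overlap correction, defined %Activity; red signal alone was normalised to basal cells and zero luminescence.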
MBNL1 CUG block – qHTS Assay for Inhibitors of MBNL1-poly(CUG) RNA binding; 0.036% of 280,000 active; Muscleblind-like protein 1 (Homo sapiens), Q9NR56; TR-FRET MBNL1-His/biotin-(CUG)12 binding, 665/545 ratio; Potency, µM (top dose mostly 57.5 µM), for the others: at the top dose activity change, negative = inhibition, usual class: inhibitors; active = well fitted inhibition curve with a large enough effect in the signal ratio, with a control signal flat, not every such curve was filed as active; inconclusive = small, poorly fitted or top-dose-only effect, or effect the other way, or a change in a side signal; inactive = no such curve, though single readings can be large or run the other way; the % refers to the signal ratio; also: potency is read from the fitted curve at half-maximal effect; % is scaled to controls: 0 for no effect and ±100 for the full control effect
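TR-FRET between His-tagged MBNL1 and biotin-(CUG)12 RNA, detected with Tb anti-His antibody (0.055 ng/ul) and streptavidin-XL665 (5 nM), 60 min at room temperature. Compounds titrated 92 nM to 58 uM; 665/545 nm ratio normalized to buffer and complex controls.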
USP2a inh – qHTS Assay for Inhibitors of Ubiquitin-specific Protease USP2a Using CHOP2 as the Reporter. USP2 core, Ub-CHOP2 coupled fluorogenic reporter, 485/531. Potency, µM (titrated, usually from 38.3 µM), for the others: at the top dose activity change, negative = inhibition, usual class: inhibitors. 0.01% of 330,000 active. AID 463254, 2010;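 also: potency is read from the fitted curve at half-maximal effect; plate controls were DMSO wells for no effect and full inhibition by NEM control for full effect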
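Deubiquitinase activity read as fluorescence (485/531 nm) after Ub-CHOP2 cleavage activates the enterokinase reporter on its substrate; USP2 core 10nM, Ub-CHOP2 and substrate 25nM each, 30min compound preincubation then 60min RT; data normalized to NEM, curves fitted.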
PKM2 act – qHTS Assay for Activators of Human Muscle isoform 2 Pyruvate Kinase | Pyruvate kinase PKM (Homo sapiens), P14618 | purified PKM2, Kinase-Glo ATP luminescence, activation; response scale: 0% is enzyme alone, no compound | Potency, µM (series often up to 57.5 µM), for inactives: at the highest dose activation, most hits filed as activators | 0.34% of 260,000 active | AID 1631, 2009; also: potency is read from the fitted curve at half-maximal effect; % is scaled to controls: 0 for no effect and ±100 for the full control effect; nearly all actives have a fitted effect of over 55% in size
Target sequence (P14618 whole entry, looked up, canonical isoform): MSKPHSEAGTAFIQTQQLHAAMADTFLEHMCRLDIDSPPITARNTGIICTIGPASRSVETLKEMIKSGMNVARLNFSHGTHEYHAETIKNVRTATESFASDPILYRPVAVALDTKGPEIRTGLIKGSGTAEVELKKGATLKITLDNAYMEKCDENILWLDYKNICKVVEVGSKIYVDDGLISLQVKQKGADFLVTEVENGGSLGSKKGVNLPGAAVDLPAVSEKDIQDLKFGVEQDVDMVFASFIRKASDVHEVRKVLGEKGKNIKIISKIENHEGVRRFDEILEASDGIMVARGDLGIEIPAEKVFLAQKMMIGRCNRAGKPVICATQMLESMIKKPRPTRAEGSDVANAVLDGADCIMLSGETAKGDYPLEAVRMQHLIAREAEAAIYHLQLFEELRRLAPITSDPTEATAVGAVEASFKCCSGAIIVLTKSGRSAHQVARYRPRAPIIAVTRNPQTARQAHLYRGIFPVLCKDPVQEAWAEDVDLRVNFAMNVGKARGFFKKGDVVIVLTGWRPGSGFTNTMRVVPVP
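ATP formation by purified human PK-M2, quantified via coupled luciferase luminescence after 1 h at room temperature with 0.1 mM ADP and 0.5 mM PEP final.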
GALK inhibitor – qHTS Assay for Inhibitors of Human Galactokinase (GALK). Purified GALK, Kinase-Glo residual ATP luminescence. 0.007% of 270,000 active. Potency, µM (doses to about 57.5 µM), for inactives: top-dose activity change, negative = inhibition, usual class: inhibitors; also: potency is read from the fitted curve at half-maximal effect; % is scaled to controls: 0 for no effect and ±100 for the full control effect
Target sequence (P51570 whole entry, looked up): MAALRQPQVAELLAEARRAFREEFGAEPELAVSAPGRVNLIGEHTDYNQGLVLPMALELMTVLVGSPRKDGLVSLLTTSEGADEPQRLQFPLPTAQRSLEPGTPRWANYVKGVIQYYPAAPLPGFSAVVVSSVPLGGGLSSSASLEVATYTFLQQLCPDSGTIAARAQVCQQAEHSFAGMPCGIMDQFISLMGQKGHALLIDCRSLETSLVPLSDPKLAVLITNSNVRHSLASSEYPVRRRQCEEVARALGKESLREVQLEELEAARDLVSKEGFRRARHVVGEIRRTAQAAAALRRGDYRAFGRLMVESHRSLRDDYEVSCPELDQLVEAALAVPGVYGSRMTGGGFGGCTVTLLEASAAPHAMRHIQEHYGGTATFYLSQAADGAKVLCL
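Galactose (100 uM) and ATP (35 uM) were turned over by 5 nM GALK for 1 h at RT. Kinase-Glo Plus then converted the remaining ATP into a luminescent signal.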
hERG WT inh – qHTS for Inhibitors of KCHN2 3.1: Wildtype qHTS. Voltage-gated inwardly rectifying potassium channel KCNH2 (Homo sapiens), Q12809. U2OS, BacMam KCNH2, thallium flux FluxOr; stronger effect = lower value. activity change, % at 1.84 µM. 0.37% of 340,000 active. AID 720551, 2013;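 active = maximum activity change below -70%; inconclusive = maximum activity change between -70% and -50%; inactive = maximum activity change above -50%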; also: % is scaled to controls: 0 for no effect and ±100 for the full control effect
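U2OS cells transduced with wild-type KCNH2 virus are loaded with FluxOr dye for 45 min, and thallium flux is measured in kinetic reads before and after stimulation buffer. Rate constants are normalized to DMSO controls.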
Menin-MLL TR inh – qHTS Assay for Inhibitors Targeting the Menin-MLL Interaction in MLL Related Leukemias: Competition With Texas Red Labeled MLL-derived Mutant Peptide; O00255; Menin + Texas Red MLL mutant peptide, fluorescence polarization; Potency, µM (highest dose often 61.6 µM), for the others: at the top dose FP activity change, negative = inhibition, most hits filed as inhibitors; 0.23% of 270,000 active; AID 1768, 2009; active = well fitted inhibition curve with a large enough effect in the polarisation, with a control signal flat, not every such curve was filed as active; inconclusive = small, poorly fitted or top-dose-only effect, or effect the other way, or a change in a side signal; inactive = no such curve, though single readings can be large or run the other way; the % refers to the polarisation; also: potency is read from the fitted curve at half-maximal effect; % of control where 0% means no effect; many of its hits are not listed in these tables
Eya2 phos inh – qHTS Assay for Inhibitors of the Phosphatase Activity of Eya2. Protein phosphatase EYA2 (Homo sapiens), O00167. recombinant Eya2, OMFP fluorescence dephosphorylation (OMFP is methylfluorescein phosphate). Potency, µM (highest dose often 76.9 µM), for the others: at the top dose activity, negative = inhibition, actives largely listed as inhibitors. 0.006% of 330,000 active. AID 488837, 2010; also: potency is read from the fitted curve at half-maximal effect; % is scaled to controls: 0 for no effect and ±100 for the full control effect
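Eya2 protein (added as 0.2 uM solution) was preincubated with compound for 10 min at ambient temperature in 50 mM HEPES pH 7.5, 50 mM NaCl, 5 uM MgCl2, 0.05% BSA, 1 mM DTT. OMFP (added at 50 uM) then reacted 10 min; fluorescence read at 485/525 nm.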
ASM inhibitor – Inhibitors of Secretory Acid Sphingomyelinase (S-ASM): qHTS. placental ASM, HMU-PC fluorogenic substrate, 60 min. Potency, µM (highest dose often 57.5 µM), for the others: at the top dose activity change, negative = inhibition, actives largely listed as inhibitors. 0.006% of 340,000 active. AID 504937, 2011; also: potency is read from the fitted curve at half-maximal effect
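Human placenta-derived ASM enzyme was preincubated with compound for 10 minutes at room temperature, then given fluorogenic substrate HMU-PC0 (9 uM final) for 60 minutes at 37 °C; a pH 10 stop preceded fluorescence reading at Ex 386/Em 447 nm.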
* marks the source's active call; other numbers are inactive results; ? = inconclusive; · = no result given; & = joins results of further samples; [ ] = dose if it differs, or a comment. Unless noted, calls follow the shape of the dose curve; as a rule, active = well fitted curve in the direction sought with a large enough effect; inconclusive = small, poorly fitted or top-dose-only effect, or another doubt; inactive = no such curve, though single readings can be large; an effect the other way counts as inactive or inconclusive. These rows are one share of the data (hit frequency here may not be typical).

SMILES	Mito fusion act	TSHR antagonist	BCR signal inh	MBNL1 CUG block	USP2a inh	PKM2 act	GALK inhibitor	hERG WT inh	Menin-MLL TR inh	Eya2 phos inh	ASM inhibitor
CC1CN(C(=S)Nc2ccc(Br)cc2)CC(C)O1 (stereo not drawn)	-12%	1	?	2%	0%	0%[11.5 µM]	8%	6	4%	-5%	-1%
CCN(CC)S(=O)(=O)c1cc(NC(=O)CSc2nnc(N)s2)ccc1C	-1%	-5	-5%	·	0%	·	·	-14	·	10%	6%
O=C(NCCCN1CCOCC1)[C@@H]1CSC2c3ccccc3C(=O)N21 (stereo partly drawn)	-1%	0	?	-8%	0%	0%	-2%	0	-14%	3%	2%
CN(C(=O)Cn1cnc2ccccc2c1=O)C1CCS(=O)(=O)C1 (stereo not drawn)	18%	·	-3%	·	3%	·	·	5	·	-2%	6%
CCCCCCCCCCCCC(=O)CCCCC(=O)O	0%	-3	-17%	-5%	7%	5%	0%	-7	-7%	-4%	-6%
O=C1CC(c2ccccc2)Cc2nc(NCc3ccco3)ncc21 (stereo not drawn)	-4%	-9	-4%	-4%	-1%	3%	0%	-3	-10%	-35%	-4%
COc1cccc(CN(C(=O)c2ccccc2)C2CCS(=O)(=O)C2)c1 (stereo not drawn)	7%	10	5%	2%	3%	·	-7%	-5	-17%	-10%	1%
Cc1cc(C)n(C(=O)/C=C/c2cccs2)n1	2%	-6	-2%	4%	4%	-10%	6%	11	·	2%	-1%
O=C1CC(c2ccco2)CC2=C1C1c3ccccc3C(=O)N1c1ccccc1N2 (stereo not drawn)	4%	3	?	-6%	-8%	?	-2%	-20	15%	-2%	-14%
Cn1cc(CN2CCC(O)CC2)c(-c2ccc(Oc3ccccc3)cc2)n1	-15%	1	?	-8%	1%	2%	-3%	21	-6%	-5%	3%
N#CCOC(=O)C1c2ccccc2Oc2ccccc21	4%	-28	0%	0%	0%	4%	-1%	-6	-12%	12%	3%
O=C(CCCCCN1C(=O)c2ccccc2C1=O)Nc1ccccc1	5%	-11	7%	5%	2%	-2%	-1%	-18	-1%	-12%	-1%
CCCCN(CC)Cc1ccc(CNC(=O)Nc2ccc(Cl)cc2)o1	-2%	13	15%	-12%	2%	-6%	4%	-11	-13%	-1%	9%
COc1ccc(NC(=O)CCNS(=O)(=O)c2cc(Br)cnc2N)c(OC)c1	-1%	-12	-1%	5%	4%	·	-2%	0	·	-5%	0%
O=[N+]([O-])c1ccc2c(c1)C(O)n1ncnc1S2 (stereo not drawn)	2%	18	-1%	?	-1%	-2%	10%	-10	1%	9%	-2%
Cc1c(NC(=O)CN2C(=O)NC3(CCCCC3)C2=O)c(=O)n(-c2ccccc2)n1C	2%	4	1%	-4%	4%	-2%	-2%	0	-12%	10%	0%
CCNC(=S)NNC(=O)c1ccc(OC)cc1	-3%	8	0%	2%	0%	2%	-2%	12	8%	-2%	3%
NS(=O)(=O)c1ccc(CCNC(=O)CNC(=O)c2ccccc2F)cc1	12%	1	6%	2%	3%	·	0%	-21	·	7%	34%[activator]
Cc1ccc(/C=N/NC(=O)Nc2ccccc2)o1	1%	3	?	11%	-1%	2%	·	-3	5%	6%	3%
Cc1ccc(/C=N/n2c(C)n[nH]c2=S)o1	-2%	11	-3%	7%	2%	-2%	0%	-1	-12%	8%	2%
NC(=S)Nc1nccc(-c2cccs2)n1	-2%	3	-12%	·	3%	20%	3%	3	?	16%	1%
COc1cccc(NC(=O)NNC(=O)c2ccc3c(c2)NC(=O)C(C)(C)O3)c1	0%	·	-6%	-3%	2%	·	0%	17	·	-17%	-4%
CC1CC(C)CN(S(=O)(=O)N2CCCC(C(=O)NCCCN3CCOCC3)C2)C1 (stereo not drawn)	-18%	-20	0%	-7%	4%	1%	0%	-11	-21%	-2%	7%
COc1cccc(CN2CCN(C(=O)c3cccc(OC)c3)CC2)c1	-1%	10	1%	-12%	2%	-5%[11.5 µM]	-4%	-5	?	-9%	-5%
O=C(C1=C[C@@H](c2ccc3c(c2)OCO3)C[C@@H](OCCCCO)O1)N1CCN(Cc2ccc3c(c2)OCO3)CC1	2%	8	-9%	-18%	-2%	0%	0%	-6	?	-6%	-4%
SMILES	Mito fusion act	TSHR antagonist	BCR signal inh	MBNL1 CUG block	USP2a inh	PKM2 act	GALK inhibitor	hERG WT inh	Menin-MLL TR inh	Eya2 phos inh	ASM inhibitor
C=CCn1c(Oc2ccc(C(=O)OC)cc2)nc2c1c(=O)n(C)c(=O)n2C	-1%	42	5%	-1%	-1%	2%	-1%	0	4%	-7%	2%
CC(C)Oc1ccc(C(=O)Nc2cccc3cccnc23)cc1	-5%	-18	4%	5%	0%	1%	-2%	·	8%	2%	-2%
CN1CCN(C(=O)c2cc(Br)cn2C)CC1	-13%	5	2%	6%	2%	·	-2%	14	5%	6%	40%[activator]
CCNC(=O)Cn1c(=O)c(=O)n(Cc2ccccc2)c2ccc(Cl)cc21	0%	16	-3%	-20%	3%	-13%	0%	-3	3%	-2%	6%
CCN(CC)C(=O)[C@H]1C[C@H](CC(=O)NC(C)(C)C)C(=O)N2CCc3c([nH]c4ccc(Cl)cc34)[C@]12C	·	-1	-4%	·	3%	·	·	2	·	-13%	-2%
Cc1ccc(OCc2ccc(C(=O)Nc3nccs3)o2)cc1C	4%	-34	?	-8%	0%	-5%	-3%	0	?	-19%	-24%
CCN1CCN(C(c2cccs2)C(C)NC(=O)c2ccccc2)CC1 (stereo not drawn)	-6%	4	-5%	5%	2%	3%	-1%	36	-21%	-1%	3%
O=C1N(Cc2cccc(Cl)c2)C[C@@H]2C[C@@H](c3ccccn3)N3CCC[C@@]123	-1%	8	?	7%	7%	-2%	-1%	-1	?	3%	4%
O=C(NNC(=O)c1cc(C(F)(F)F)cc(C(F)(F)F)c1)c1ccc(Cl)cc1	-2%	-2	?	·	2%	-2%	0%	-4	·	17%	1%
C=CCn1c(SCC(=O)Nc2nc3ccccc3s2)nc(O)c(CC)c1=O	4%	0	?	2%	1%	-3%	2%	-8	·	2%	-3%
CC(C)CNS(=O)(=O)c1ccc(CCC(=O)NC2CCCC2)cc1	1%	-10	3%	-8%	2%	-7%	0%	-16	-11%	5%	2%
O=c1oc(/C=C/c2ccco2)nc2sc3c(c12)CCC3	1%	-5	-17%	-3%	3%	-2%	·	-10	32%[activator]	-6%	-2%
CC(C)CC1NC(=S)N(C2CCCCC2)C1=O (stereo not drawn)	-9%	-4	-1%	-7%	-1%	4%	-2%	-4	1%	0%	3%
COc1ccc(Cc2nc(N)nc(N)n2)cc1	-2%	-1	-6%	0%	2%	-4%	2%	-1	-7%	-2%	1%
COCCCNC(=S)N/N=C/c1ccc(OC)c(Br)c1	-3%	1	?	9%	2%	-2%	-2%	8	·	-8%	1%
CC(/C=C/c1ccccc1F)=N\NC(=O)c1cccc(F)c1	-1%	-2	?	·	2%	-2%	8%	-4	-15%	?	-3%
COC(=O)C1=C(C)N(Cc2ccccc2)C(=NCc2cccc(C(F)(F)F)c2)N[C@H]1c1cccc(C(F)(F)F)c1	-25%	-1&1	0%&-13%	-5%	5%&-1%	0%	·	-8	-22%	-27%&7%	?
